Screening results from PubChem.
Cneo AK release: Cryptococcus neoformans lysis via adenylate kinase release; AID 651654; C. neoformans lysis, adenylate kinase release luminescence, 4 h; normalised: neutral wells 0, clomiphene wells 100; lysis activity, % at 15 µM; actives 0.2% (n = 360,000);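 active = mean lysis activity across replicates of at least 80%, whatever share of replicates individually reach that level; inactive = mean lysis activity below 80%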
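Test system: log-phase Cryptococcus neoformans yeast cells; Quantity: yeast cell density of 5 × 10^6 cells/mL; Buffer or medium: YPD; Doses: single compound concentration per well; Timing: 4 h at 37 °C static, read 1 h later; Measured by: AK luminescence; Read-out basis: lysis from increased AK signal; Control set: Clomiphene as positive control.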
miR122 inh: blocks miR-122 activity in Huh7 sensor cells; actives 0.3% (n = 340,000); activation (reporter increase), % at 12.5 µM; Huh7 miR-122 Renilla luciferase sensor, 48 h; neutral wells = 0, positive control = 100; AID 602342;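 active = mean replicate activation score at least 90 and every replicate individually at or above 90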;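 also: higher luciferase means less miR-122 activity so hits act as miR-122 inhibitors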
ARNT-TACC3 inh: disrupts binding between human ARNT and TACC3; Q9Y6A5; inhibition, % at 9.99 µM; AlphaScreen His-ARNT PAS-B/GST-TACC3 binding, luminescence; TACC3 fragment carries E629A point mutation; actives 0.66% (n = 390,000);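 active = mean inhibition of replicates at least 50% and at least half of replicates each reaching 50%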;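 also: 0% = complete ARNT plus TACC3 wells and 100% = ARNT alone without TACC3; many hits fall short of the cut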
ERp5 block: ERp5 (human) disulfide isomerase inhibition; ERp5 insulin aggregation, absorbance 650 nm, 90 min; inhibition, % at 9.99 µM; actives 0.05% (n = 350,000); AID 651711;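 active = mean replicate inhibition above about 25%, with every replicate also reaching it, limit read from the data, passing the limit was not always enough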
Target sequence (Q15084 whole entry, looked up): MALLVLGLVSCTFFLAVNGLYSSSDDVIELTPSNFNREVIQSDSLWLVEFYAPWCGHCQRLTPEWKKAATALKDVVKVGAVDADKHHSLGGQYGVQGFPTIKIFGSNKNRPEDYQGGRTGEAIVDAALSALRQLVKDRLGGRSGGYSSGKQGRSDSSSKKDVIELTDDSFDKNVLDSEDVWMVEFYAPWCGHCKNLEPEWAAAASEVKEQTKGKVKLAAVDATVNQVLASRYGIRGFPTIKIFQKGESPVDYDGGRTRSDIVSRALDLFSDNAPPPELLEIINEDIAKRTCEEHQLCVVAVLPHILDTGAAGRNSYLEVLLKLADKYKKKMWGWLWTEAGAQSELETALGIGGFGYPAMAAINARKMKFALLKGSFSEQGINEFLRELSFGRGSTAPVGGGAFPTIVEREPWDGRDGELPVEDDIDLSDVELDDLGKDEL
esBAF inh: inhibitors of esBAF chromatin remodeling in mouse ES cells | Bmi1-luciferase knock-in reporter, 24 h; 100% = twice the neutral-well signal | reporter increase, % at 12.5 µM | actives 2% (n = 350,000) | AID 602393; in the data active = activation above about 40%;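 also: 0% = median of the plate's neutral control wells and 100% = double that signal; a rise in the Bmi1 reporter signal indicates esBAF inhibition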
SIRT5 inh: sirtuin-5 (human) deacylase inhibition; Purified SirT5, succinyl-peptide AMC, trypsin-coupled fluorescence; inhibition, % at 15 µM; actives 1.1% (n = 330,000); AID 652115; in the data active = inhibition above about 15%
Target sequence (Q9NXA8 whole entry, looked up): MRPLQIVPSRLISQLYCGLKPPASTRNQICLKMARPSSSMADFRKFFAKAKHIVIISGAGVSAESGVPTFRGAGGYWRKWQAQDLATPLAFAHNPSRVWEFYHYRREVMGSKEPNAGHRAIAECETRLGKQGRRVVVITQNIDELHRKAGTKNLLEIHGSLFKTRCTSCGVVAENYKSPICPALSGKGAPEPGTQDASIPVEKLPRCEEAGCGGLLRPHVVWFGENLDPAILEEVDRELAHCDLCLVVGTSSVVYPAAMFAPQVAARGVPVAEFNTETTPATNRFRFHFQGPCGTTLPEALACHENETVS
Statin myotox sup: suppression of simvastatin myotoxicity; C2C12 myotubes + simvastatin, ATP luminescence, 48 h; scaled: DMSO 0, geranylgeraniol control 100; actives 0.78% (n = 330,000); rescue of ATP level, % at 7.49 µM;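 active = mean ATP rescue above about 67%, or every replicate alone reaching that limit, limit read from the data, passing the limit was not always enough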;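 also: myotubes were challenged with 10 µM simvastatin during compound exposure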
The depositor's hits bear a star; · = no result given; [ ] = remark or other dose.

SMILES | Cneo AK release | miR122 inh | ARNT-TACC3 inh | ERp5 block | esBAF inh | SIRT5 inh | Statin myotox sup
Cc1ccc(S(=O)(=O)N(C)C[C@H]2Oc3ccc(NC(=O)CCN4CCOCC4)cc3C(=O)N([C@@H](C)CO)C[C@H]2C)cc1 | -3 | 19[16.7 µM] | 1 | 1 | 1 | -2 | 7
COc1cc(NC(=O)Nc2ccc3c(c2)OCO3)cc(OC)c1OC | 0 | -3 | 0 | -2 | 6 | -1 | -9
Cc1ccc(C(=O)NCC(=O)NCCSc2ccc(Br)cc2)cc1 | · | · | 2 | -2 | · | -2 | ·
COc1cccc(CNC(=O)C[C@@H]2CC[C@H](NC(C)=O)[C@@H](CO)O2)c1 | 51 | -1[16.7 µM] | 27 | -2 | -2 | 4 | 8
O=C(C[C@H]1C[C@H]2c3cc(NC(=O)c4ccc5c(c4)OCO5)ccc3O[C@H]2[C@@H](CO)O1)NCc1cccc(F)c1 | -7 | -2[16.7 µM] | 5 | -4 | -1 | -1 | -1
CCc1nc2ccc(C(=O)N(CC)CCN(C)C)cn2c1N(CC)C(=O)NCCc1ccccc1 | 1 | 2 | · | 0 | 19 | 29* | -3
N=c1ccn(Cc2ccc([N+](=O)[O-])cc2)cc1 | · | · | -7 | 3 | · | -4 | ·
C[C@H](CO)N1C[C@H](C)[C@@H](CN(C)S(C)(=O)=O)OCCCC[C@H](C)Oc2ccc(NC(=O)NC3CCCCC3)cc2C1=O | 0 | -4[16.7 µM] | -6 | -8 | 0 | -7 | 25
CC(=O)NC1=NN(C(C)=O)C(C)(c2ccco2)S1 (stereo not drawn) | 1 | -7 | -11 | -1 | -3 | -1 | 6
CC1(C(=O)NCc2ccccc2)Cc2c(-c3cccc(C(F)(F)F)c3)ccnc2O1 (stereo not drawn) | -3 | 14 | · | -6 | -5 | -2 | -68
O=C(NCc1ccc(Cl)cc1Cl)c1ccccn1 | 2 | 1 | -1 | 3 | -7 | 0 | 12
CCN(C(=O)COC(=O)c1ccc(Cl)c(N)c1)C1CCS(=O)(=O)C1 (stereo not drawn) | 1 | 16 | -30 | 3 | -2 | 0 | 6
Cc1ccc(OC(C)C(=O)N(Cc2cccs2)C2CCS(=O)(=O)C2)cc1C (stereo not drawn) | 1 | · | -2 | 4 | · | -3 | ·
Cc1ccc(N2C(=O)C(NC(=O)c3ccccc3F)(C(F)(F)F)C3=C2CC(C)(C)CC3=O)cc1 (stereo not drawn) | 5 | -4 | -4 | 4 | · | 3 | ·
O=C(Nc1ccccc1)N1CCC(c2nc(-c3ccc(S(=O)(=O)N4CCOCC4)cc3)no2)CC1 | -2 | 17 | 22 | · | -5 | · | -43
CCN(CC)C(=O)C1=C(C)N(Cc2ccccc2)C(=O)C(CC(=O)NC2CCCCC2)C1 (stereo not drawn) | -1 | -5 | · | 3 | -3 | · | 0
CCOC(=O)N1CCN(CC(O)COc2ccccc2C(C)C)CC1 (stereo not drawn) | -1 | -7 | -9 | · | -3 | · | 24
C[C@@]12C(=O)N(Cc3ccc(Cl)cc3)CC(=O)N1[C@H]1c3ccccc3OC[C@@H]1[C@@H]2c1ccccc1 | 6 | -2 | 6 | 10 | 1 | -3 | 2
Cc1ccc(-n2c(CNc3ccc(F)cc3)nnc2SCC(N)=O)cc1 | 9 | -5 | -17 | · | -11 | · | -5
CC(=O)N(C)C[C@@H]1Oc2cc(C#CC(C)C)ccc2S(=O)(=O)N([C@@H](C)CO)C[C@H]1C | 0 | 67[16.7 µM] | -4 | 14 | -3 | 1 | -17
O=C(CSc1nc2ccccc2c(=O)n1-c1ccc(F)cc1)NCc1ccco1 | 4 | 1 | 6 | 2 | -3 | -1 | ·
Cc1noc(NS(=O)(=O)c2ccc(NC(=O)CSc3nnc(-c4ccccc4)n3C3CCCCC3)cc2)c1C | -1 | -2 | · | -6 | 6 | 2 | -12
O=C(c1ccncc1)N1CCN(S(=O)(=O)c2cc(C(F)(F)F)cc(C(F)(F)F)c2)CC1 | 2 | 7 | -22 | -4 | -10 | -3 | -37
COc1cccc(C(=O)NCC(=O)N/N=C/c2ccc(OC(=O)c3cccs3)c(OC)c2)c1 | 3 | -17 | · | 1 | · | -1 | ·
COC(=O)CCCNC(=O)OCc1ccc([N+](=O)[O-])cc1 | 4 | 11 | -5 | · | -7 | · | 7
O=C(CC[C@H]1O[C@@H](n2cnc3c(NC(=O)c4ccccc4)ncnc32)[C@H](O)[C@@H]1O)N[C@@H](CO)c1ccccc1 | 3 | 2 | · | 2 | -2 | -7 | -16
O=C(C[C@H]1C[C@H]2c3cc(NC(=O)C4CCOCC4)ccc3O[C@H]2[C@@H](CO)O1)NCc1ccc(Oc2ccccc2)cc1 | -4 | -5[16.7 µM] | -1 | 3 | -8 | -3 | -5
CN(c1ccc(OCC(=O)Nc2ccccc2C(=O)O)cc1)S(=O)(=O)c1ccc(Cl)cc1 | 0 | 4 | -1 | -1 | -1 | · | 4
CCOc1ccc(N(CC(=O)N/N=C(\C)c2cccc(NC(C)=O)c2)S(=O)(=O)c2ccccc2)cc1 | -1 | -3 | -8 | 2 | 12 | 1 | -9
CN(C)CCn1c(=N)n(CC(O)c2ccc(Cl)c(Cl)c2)c2ccccc21 (stereo not drawn) | · | · | 4 | -1 | · | -5 | ·
COC(=O)CC1(C(=O)OC)Oc2ccc(Br)cc2C(=O)N1c1ccc(Br)cc1Cl (stereo not drawn) | · | · | -7 | -2 | · | -6 | ·
C[C@@H](NC(=O)C[C@H]1CC[C@@H]2[C@H](COC[C@@H](O)CN2C(=O)Nc2ccccc2)O1)c1ccccc1 | 0 | -5[16.7 µM] | -1 | 9 | -1 | -3 | 0
CC(=O)c1ccc(NC(=O)C[n+]2cccc(C)c2)cc1 | -1 | 3 | -1 | -1 | -1 | -3 | 2
COc1ccccc1NC(=O)C1C2C=CC(C2)C1C(=O)NCc1cccnc1 (stereo not drawn) | 1 | -1 | -3 | 0 | -10 | -2 | -3
COc1cccc(C(=O)NCCSc2ccc(F)cc2)c1 | · | · | -4 | 2 | · | -5 | ·
COc1cccc(CNC(=O)c2cc3c(C)nc4ccccc4c3o2)c1 | 0 | -3 | 22 | 3 | -37 | 10 | -97
C[C@@H]1CN([C@H](C)CO)C(=O)Cc2cc(NC(=O)NC3CCCCC3)ccc2O[C@@H]1CN(C)S(=O)(=O)c1ccc(F)cc1 | 0 | -4[16.7 µM] | -8 | 0 | -5 | -5 | -27
CCN(CC)P(=O)(c1ccccc1)c1c(C)nc2ccccn12 (stereo not drawn) | · | 5 | -3 | 2 | -3 | 0 | -3
CN(C)C(CNC(=O)c1cccc(S(=O)(=O)NCc2ccccc2)c1)c1ccccc1 (stereo not drawn) | 6 | -2 | 0 | 4 | 11 | -4 | 8
C[C@@H]1CCCCO[C@@H](CN(C)Cc2ccc(C(F)(F)F)cc2)[C@H](C)CN([C@@H](C)CO)C(=O)c2cc(NS(C)(=O)=O)ccc2O1 | 3 | -2[16.7 µM] | 0 | · | 11 | · | ·
Cc1ccc(OCC(=O)Nc2ccc(F)cc2)cc1C | -2 | -5 | -16 | -1 | 6 | -2 | -3
CN(C(=O)c1ccccc1C(=O)OCC(=O)Nc1ccccc1)c1ccccc1 | 0 | 7 | 5 | 8 | 2 | 0 | -3
O=C1CCC(N2C(=O)c3ccccc3C2=O)C(=O)N1 (stereo not drawn) | 3 | 0 | 2 | -1 | -1 | -5 | -4
COc1ccc2cc(C)c(SCC(=O)Nc3cc(C)on3)nc2c1 | -1 | -1 | -6 | · | -2 | · | -2
CCOC(=O)c1ccc(NC(=O)CSc2nnc(Cn3c(=O)sc4ccccc43)n2C)cc1 | 2 | -3 | · | -3 | -4 | -2 | 0
Cc1sc(-c2ccccn2)nc1OC(=O)c1ccc(Cl)c(Cl)c1 | 10 | -3 | -2 | · | 2 | · | 3
CCCCCCN(C(=O)CCCN1C(=O)NC(c2ccc([N+](=O)[O-])cc2)C(C(=O)OCc2ccccc2)=C1C)C(C)C(=O)NCCCC (stereo not drawn) | 1 | -4 | 2 | · | 24 | · | -49
C[C@@H]1CN([C@H](C)CO)C(=O)c2cc(NC(=O)Cc3cn(C)c4ccccc34)ccc2O[C@@H]1CN(C)Cc1ccc(-c2ccccc2)cc1 | · | 2[16.7 µM] | · | -2 | -9 | 4 | 18
CC1CCN(CCCCOc2ccccc2[N+](=O)[O-])CC1 | · | 6 | -5 | · | -1 | · | 3
C[C@H](CO)N1C[C@H](C)[C@@H](CN(C)S(=O)(=O)c2ccc(Cl)cc2)OCCCC[C@H](C)Oc2ccc(NC(=O)Cc3ccccc3)cc2C1=O | 3 | 8[16.7 µM] | 1 | -12 | -3 | 8 | ·
COc1ccc(C(=O)NCC(c2ccco2)N2CCc3ccccc3C2)c(OC)c1 (stereo not drawn) | -1 | -11 | · | -8 | 2 | 8 | -2
O=C(CC(Cc1ccccc1)c1ccco1)NCc1ccco1 (stereo not drawn) | 4 | 19 | -1 | 3 | 1 | -5 | 0
C=CCn1c(CCSCc2ccc(OC)c(C)c2)n[nH]c1=S | 2 | 5 | 38 | 3 | -3 | 1 | 19
O=C(NCc1cccnc1)C1c2ccccc2C(=O)N1Cc1ccccc1 (stereo not drawn) | 0 | 3 | -4 | 4 | -5 | 1 | -1
CC(C)(C)NC(=O)Cn1nc(C(F)(F)F)c2c1CCCC2 | · | -1 | · | 0 | · | 0 | ·
O=c1c2cc(NC(=S)NCc3ccccn3)ccc2nc2n1CCCCC2 | · | -5 | 6 | 4 | · | -2 | ·
C=CCC[C@H](Cc1ccc(F)cc1)C(=O)O[C@H](CNC(=O)[C@@H](CC=C)CC(=O)N(CCO)Cc1ccccc1)c1ccccc1 | -1 | -12 | -3 | 6 | -2 | 1 | -27
CCOc1ccc(S(=O)(=O)NCc2ccccc2)cc1C(N)=O | · | · | 0 | -4 | · | -5 | ·
C[C@H]1CCCCO[C@H](CN(C)Cc2ccncc2)[C@@H](C)CN([C@@H](C)CO)C(=O)c2cc(NC(=O)Nc3cccc4ccccc34)ccc2O1 | 0 | 3[16.7 µM] | 7 | -2 | -2 | 2 | ·
Oc1ccc(C[C@@H]2CNCCN2CC2CCCCC2)cc1 | -4 | -1 | -5 | 3 | -4 | · | 0

The list continues:
SMILES | Cneo AK release | miR122 inh | ARNT-TACC3 inh | ERp5 block | esBAF inh | SIRT5 inh | Statin myotox sup
CC(=O)c1csc(COc2cc(Cl)cc(Cl)c2)n1 | · | · | -3 | 2 | 10 | 9 | 6
CCOC(=O)CSc1nc(N)c(C(=O)Nc2ccc(N(C)C)cc2)s1 | -17 | 1 | 13 | · | -11 | · | ·
Cc1ccc(C(=O)NNC(=O)c2ccc3ncccc3c2)cc1 | · | · | -10 | 5 | · | -6 | ·
O=C(C[n+]1cc(Br)cc(Br)c1)c1ccc(Cl)cc1 | 3 | -1 | -15 | 2 | -1 | -3 | 1

Compounds as they come (roughly 4% active in at least one column).
